High-throughput results (PubChem BioAssay)
RSV antiviral HEp-2 – RSV antiviral activity via CPE protection, HEp-2 cells, primary 10 µM value included (AID 2391). HEp-2 cells, RSV-induced CPE inhibition; higher % means a stronger effect. CPE inhibition, % at 10 µM; hits with a dose series show IC50 in µM. 310,000 tested, 0.13% active; in the data active means a potency from the dose series; inconclusive means CPE inhibition mostly from about 23% at the one dose, without a potency; inactive means the rest, 99 in 100 with CPE inhibition below about 21%; further: strong numbers were not always called active
WT yeast gro inh – growth inhibition of WT strain, primary screen, mitochondrial fusion inhibitor project, WT and mutant strains, chemical genetic; mitochondrial fusion phenotypic screen; inhibition, % at 10 µM; 190,000 tested, 2.1% active; in the data active means inhibition above about 58%; tested in S. cerevisiae
PhoP inhibition – inhibitors of PhoP regulon expression, primary screen, Salmonella Typhimurium, GFP reporter (AID 1863) | 300,000 tested, 0.16% active | inhibition, % at 50 µM; hits with a dose series show IC50 in µM | S. Typhimurium PhoP-regulated promoter GFP reporter, 4 h; higher % means a stronger effect;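 active means inhibition over 29.93%, a cutoff 3 SD above the screen mean, later confirmed by dose response; inconclusive means inhibition over 29.93% but no dose response follow-up; inactive means inhibition at most 29.93% or unconfirmed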;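 further: 0% = low Mg2+ inducing control and 100% = high Mg2+ repressing control; strong numbers were not always called active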
Large T inhibition – SV40 large T antigen inhibitors, biochemical (AID 1903). 310,000 tested, 0.39% active. SV40 large T antigen ATPase/helicase inhibition assay; higher % means a stronger effect. inhibition, % at 20 µM, or IC50 in µM where a hit was titrated; in the data active means a potency from the dose series; inconclusive means inhibition mostly from about 32% at the one dose, without a potency; inactive means the rest, 99 in 100 with inhibition below about 32%; further: strong numbers were not always called active
Rac1 GTP hydrolysis – MgcRacGAP GTPase-activating activity inhibitors, confirmation, biochemical, ADP Hunter fluorescence; MgcRacGAP-stimulated Rac1 GTP hydrolysis, ADP Hunter fluorescence; higher % means a stronger effect; GST-tagged Rac1 F28L mutant substrate; 340,000 tested, 0.6% active; AID 624330, 2012; inhibition, % at 30 µM, or IC50 in µM where a hit was titrated; Rac GTPase-activating protein 1 (Homo sapiens);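 active means first-screen hits whose inhibition reached a set limit at any dose in the follow-up dose series; inconclusive means inhibition above the set first-screen limit but never retested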;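 further: fluorescence reports GDP produced by GAP-driven GTP hydrolysis; strong numbers were not always called active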
b-catenin transl – modulators of beta-catenin nuclear translocation, primary screen, imaging, HeLa cells, immunofluorescence, high-content; AID 1665, 2009; 190,000 tested, 0.3% active; nuclear translocation activity, % at 5 µM;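 active means nuclear translocation activity above 50% at 5 µM, with a well cell count of 50 or more; inconclusive means wells under 50 cells across six images, flagged as toxic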;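 further: per-cell ratio of nuclear to cytoplasmic median beta-catenin stain intensity; plate controls were DMSO negative control for no effect and GSK-3 inhibitor IX positive control for full effect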
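System: Human HeLa cells, endogenous beta-catenin | Compound dosing: 5 µM primary, 0.02–20 µM confirmation | Timing: 24 h compound exposure at 37°C, 5% CO2 | Measured by: Fluorescence imaging of beta-catenin antibody stain plus DAPI | Read-out basis: % activation of per-cell nuclear versus cytoplasmic median beta-catenin signal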
Myeloid diff MLP – induction of myeloid progenitor differentiation, primary screen, cell-based, flow cytometry, MLPCN library. 360,000 tested, 1% active. calls only at 10 µM. ER-HoxA9 myeloid progenitors, lysozyme-GFP differentiation;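 active means normalized GFP-positive differentiation at or above the plate's own cutoff, the solvent-only control mean plus 3 SD; inconclusive means no clear call, values can overlap the other calls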;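 further: cells exposed to compound for four days before flow analysis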
T cell HTS – modulators of CD8 T cell-vesicle binding, primary screen, mouse 2C CD8+ T cells, flow cytometry. 2C CD8+ T cell-vesicle binding; hits give low values. calls only at 7 µM. 330,000 tested, 0.068% active;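 active means response, share of CD8 T cells binding vesicles, and their 90th percentile fluorescence all below set limits, cut at about 80% in these data, passing the limit was not always enough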
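System: murine 2C transgenic CD8+ T lymphocytes; also added: QL9-loaded Drosophila micro-vesicles; times: binding 1.5 h at 37 °C; measured by: flow cytometry, PE anti-B7-1 (FL2) versus Alexa647 anti-CD8 (FL8), PFA-fixed; control set: Peptide-free naked vesicles (low) and QL9 vesicles with 0.7% DMSO vehicle (high)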
West Nile antiviral – West Nile virus antiviral activity, cell-based, CPE readout (AID 1621) | 290,000 tested, 0.02% active | CPE inhibition, % at 10 µM, or IC50 in µM where a hit was titrated | West Nile virus-infected cells, CPE inhibition; higher % means a stronger effect; in the data active means a potency from the dose series; inconclusive means CPE inhibition mostly from about 3.7% at the one dose, without a potency; inactive means the rest, 99 in 100 with CPE inhibition below about 2.2%; further: strong numbers were not always called active
WT yeast gro inh mutant strain – also measured in WT yeast gro inh; calls as there; inhibition, %; mitochondrial fusion phenotypic screen, mutant strain inhibition
b-catenin transl cell count 5 µM – recorded beside b-catenin transl, whose call it bears; cell count; measured here: cell count, cytotoxicity flag
T cell HTS vesicle-bound % – further read-out of T cell HTS, marked with its call; double positive events, %; measured here: CD8+ vesicle-bound cell fraction;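 binding gate set so that unloaded-vesicle control wells show 10% double positive cells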
Myeloid diff MLP GFP+ MAC1+ % – also measured in Myeloid diff MLP; calls as there; GFP+ MAC1+ double positive, %; measured here: differentiation confirmed by MAC1 staining
An asterisk follows results filed as active; i = inactive; ? = inconclusive; · = no result given.

SMILES	RSV antiviral HEp-2	WT yeast gro inh	WT yeast gro inh mutant strain	PhoP inhibition	Large T inhibition	Rac1 GTP hydrolysis	b-catenin transl	b-catenin transl cell count 5 µM	Myeloid diff MLP	Myeloid diff MLP GFP+ MAC1+ %	T cell HTS	T cell HTS vesicle-bound %	West Nile antiviral
CC(=O)c1ccc(NC(=O)CCOc2cc(C)ccc2C)cc1	3.4%	·	·	6%	6%	8%	·	·	i	0.6	i	37	-0.4%
Cc1ccccc1C(=O)NC(=S)Nc1ccc(N2CCN(C(=O)c3ccccc3)CC2)cc1	3.2%	·	·	-1%	4%	4%	·	·	i	2.7	i	54	-0.6%
COc1ccccc1CNC(=O)C1CCC(=O)N(CCCc2ccccc2)C1 (stereo unspecified)	-0.1%	·	·	-5%	·	8%	·	·	i	3.0	i	18	0.3%
O=C(COc1ccccc1)N/N=C/c1ccc([N+](=O)[O-])o1	0.8%	13	2	-8%	18%	-32%	1.7	1057	i	0.6	i	59	-0.7%
COc1ccc(-c2nc(SCC(=O)Nc3c(F)cccc3F)n[nH]2)cc1	?	·	·	-1%	3%	9%	·	·	i	1.3	i	21	·
[O-]/[N+](=C\c1ccccc1)c1ccc(Br)cc1	1.2%	·	·	·	·	14%	·	·	i	1.1	i	31	·
O=C(COn1nnc2ccc(S(=O)(=O)N3CCOCC3)cc21)NCCc1ccccc1	-1.6%	·	·	-5%	11%	2%	·	·	·	·	i	46	·
COc1ccc2c(C)c(CCC(=O)NC3CC3)c(=O)oc2c1	1.7%	·	·	·	·	0%	·	·	i	1.6	i	38	-1.0%
O=C(N/N=C/c1ccc(OC(=O)c2ccc(Br)cc2)cc1)c1ccncc1	1.9%	·	·	8%	2%	3%	·	·	i	2.8	i	22	1.3%
c1ccc(Oc2ccc(-n3cnnn3)cc2)cc1	0.9%	-9	-27	3%	21%	-5%	1.0	1047	i	1.4	i	44	0.5%
O=C(NC1CC1)c1ccc(CS(=O)(=O)c2c(Cl)cccc2Cl)o1	1.3%	4	-5	7%	-2%	11%	-0.8	1131	i	0.9	i	26	-0.7%
CCOC(=O)c1ccc(N/C=C/C(=O)c2ccc(OC)c(OC)c2)cc1	-1.7%	14	-4	-2%	3%	13%	2.0	1384	i	1.4	i	24	-0.8%
Cc1c(-n2c(SCC(=O)C(C)(C)C)nc3ccccc3c2=O)c(=O)n(-c2ccccc2)n1C	-2.4%	6	10	4%	4%	-1%	0.3	1016	i	0.2	i	2	-0.1%
Nc1nc(Cl)cc(Nc2ccccc2Cl)n1	3.9%	·	·	8%	-1%	5%	1.7	1304	i	0.9	i	53	0.1%
Nc1c(-c2cccc([N+](=O)[O-])c2)nc2ccccn12	1.8%	-2	-16	-2%	16%	32%	-2.6	543	i	0.2	i	50	-0.9%
COc1ccc(C2C(C(=O)Nc3cc(C)on3)c3ccccc3C(=O)N2C)cc1OC (stereo unspecified)	3.4%	-3	3	-12%	18%	7%	-2.6	1477	i	0.6	i	31	0.1%
CCOC(=O)C1=C(CCl)NC(=O)NC1c1ccc2c(c1)OCO2 (stereo unspecified)	-1.8%	·	·	2%	13%	6%	·	·	i	1.0	i	67	-2.3%
CCOc1ccc(-c2c(=O)n(OCc3ccccn3)c3ccccc3[n+]2[O-])cc1	2.4%	6	-1	12%	10%	13%	-4.0	1394	i	0.7	i	29	-0.4%
CCOc1ccc(S(=O)(=O)N2CCCC(C(=O)NC3CC3)C2)cc1Cl (stereo unspecified)	-0.3%	·	·	5%	1%	3%	·	·	i	0.9	i	43	·
Cc1ccccc1NC(=O)Cc1nc(-c2ccc3ccccc3c2)cs1	2.2%	17	0	-6%	11%	11%	-1.3	1093	i	0.9	i	45	·
O=C(CCc1nnc2ccc(N3CCCCC3)nn12)NCC1CCN(Cc2ccc(F)cc2)CC1	-1.8%	·	·	-5%	9%	11%	·	·	i	2.4	i	14	0.1%
Cc1ccc(NC(=O)Cn2cc(S(=O)(=O)c3ccccc3)c(=O)c3cc(F)ccc32)cc1	1.1%	-9	1	3%	4%	-9%	-1.5	565	i	0.9	i	68	·
Cc1ccc(C(=O)OCC(=O)N(CC(C)C)c2c(N)n(Cc3ccccc3)c(=O)[nH]c2=O)s1	0.1%	·	·	-4%	12%	6%	·	·	i	3.2	i	32	-0.3%
CCCC(=O)NCc1cc(-c2nn(C)c(=O)c3ccccc23)ccc1C	2.8%	-8	-11	22%	2%	2%	-0.4	1342	i	1.3	i	22	-0.5%
CC(C)CCCN1C(Nc2ccccc2)=NC[C@@H]1CC(C)C	-1.4%	·	·	-2%	15%	0%	·	·	i	1.3	i	39	-2.3%
CCOC(=O)c1sc(NC(=O)COc2ncnc3ccccc23)c(C(=O)OCC)c1C	1.2%	4	-3	4%	4%	-7%	1.5	988	i	0.2	i	45	-1.2%
COc1cc(NC(=O)COC(=O)CSc2ccc3ccccc3c2)c(C)cc1[N+](=O)[O-]	0.8%	-6	9	-8%	3%	8%	-8.5	558	i	0.7	i	41	-0.3%
CCN(CC)c1ccc(/C=N/NC(=O)CCC(=O)NCc2ccccc2)c(O)c1	?	15	5	4%	18%	1%	0.0	532	i	4.4	i	44	2.6%
O=C(Nc1ccccc1Cl)c1ccccc1Oc1ccc(C(F)(F)F)cc1[N+](=O)[O-]	15%	83*	15*	19%	6%	16%	-0.2	1325	i	1.6	i	27	-0.3%
C[N+]1(CC(O)c2ccccc2)CCCCCC1 (stereo unspecified)	0.9%	·	·	7%	-1%	5%	·	·	i	0.7	i	36	0.0%
Cc1nc2cc(CO)ccc2s1	2.0%	-1	4	-5%	9%	7%	-1.7	1196	i	0.8	i	48	0.5%
CCCCn1c(N)c(N(CCOC)C(=O)CSCc2ccccc2C)c(=O)[nH]c1=O	-1.2%	·	·	-5%	13%	5%	·	·	i	0.5	i	18	·
Cc1nn(Cc2ccc(C(=O)N3c4ccc(F)cc4CCC3C)o2)c(C)c1Br (stereo unspecified)	1.9%	44	20	-1%	10%	20%	·	·	i	0.6	i	52	0.4%
CC(C)(C)c1cc(C(=O)N2CCc3ccccc3C2)ccn1	5.8%	·	·	0%	5%	6%	·	·	i	0.6	i	47	0.0%
COc1ccc(Cl)cc1S(=O)(=O)N1CCC(C(=O)NC2CC2)CC1	0.5%	·	·	-4%	5%	8%	·	·	i	0.4	i	14	-0.1%
Cc1ccc(C23OC(=O)C(C)(C)C2OC(=O)C3(C)C)cc1 (stereo unspecified)	0.4%	-8	-9	2%	3%	6%	-2.1	1456	i	1.7	i	37	0.2%
CN1CCN(c2ccccc2NC(=O)c2ccccc2F)CC1	0.0%	·	·	-6%	12%	18%	1.2	1233	i	0.4	i	45	-0.3%
Cc1cc(C)c2[nH]c(O)c(N=NC(=S)NCC3CCCO3)c2c1 (stereo unspecified)	6.8%	-6	-10	4%	1%	10%	-2.8	489	i	1.5	i	42	0.0%
O=C(CCc1ccccc1)N1CCCC(Nc2ccc(F)cc2)C1 (stereo unspecified)	2.4%	·	·	-2%	7%	5%	·	·	i	0.9	i	68	-0.4%
O=C1NC(=O)/C(=C\c2ccc(OCc3cnc(Cl)s3)cc2)S1	-0.3%	2	1	-11%	13%	0%	1.2	935	i	0.2	i	46	-0.9%
O=[N+]([O-])c1cc(S(=O)(=O)NCCCN2CCOCC2)ccc1Cl	-0.2%	-9	-12	-1%	5%	-2%	-0.3	994	i	0.3	i	46	-0.9%
CC(=O)c1ccc(S(=O)(=O)NCCC(=O)NC(C)c2ccncc2)cc1 (stereo unspecified)	1.1%	·	·	·	·	3%	·	·	i	0.8	i	15	·
O=C(Cc1n[nH]c(=O)c2ccccc12)Nc1cccc(S(=O)(=O)N2CCCC2)c1	4.2%	·	·	-15%	12%	0%	1.0	1321	i	0.0	i	35	1.0%
CC(C)C(OC(=O)CCCC(=O)Nc1nccs1)C(=O)NC1CCCCC1 (stereo unspecified)	3.0%	-13	-12	-11%	23%	-24%	-1.4	1046	i	0.2	i	27	-0.7%
CCOC(=O)N1CCN(S(=O)(=O)c2ccc(Br)s2)CC1	1.4%	7	-2	3%	-11%	5%	0.6	1066	i	0.9	i	51	-0.3%
Cc1ccc(NC(=O)COC(=O)C(NS(=O)(=O)c2ccc(Cl)cc2)C(C)O)cc1 (stereo unspecified)	1.3%	6	-5	14%	6%	4%	-1.1	922	i	0.7	i	54	-0.1%
CC(Sc1nc(-c2ccco2)nc2c1c(=O)n(C)c(=O)n2C)C(=O)O (stereo unspecified)	2.7%	·	·	-3%	18%	-3%	-0.4	1267	i	0.3	i	60	0.0%
COCc1ccc(CN2CCC(n3nccc3NC(=O)C(OC)c3ccccc3)CC2)o1 (stereo unspecified)	3.2%	·	·	-5%	12%	-1%	·	·	?	·	i	9	0.7%
CCn1nc(NC(=O)Cc2ccc(OC)cc2)c2cc3cc(C)ccc3nc21	2.9%	·	·	-2%	19%	6%	2.2	1270	i	1.4	i	44	-0.6%
CC1CCCN(CC(=O)Nc2cc(Cl)ccc2Oc2ccccc2)C1 (stereo unspecified)	10%	·	·	9%	0%	5%	·	·	i	0.3	i	19	-1.1%
